Bioassay records deposited in PubChem by National Center for Advancing Translational Sciences (NCATS).
Menin MLL FP TR: inhibitors of human menin-MLL interaction, mutant MLL peptide; hit rate 0.23% among 270,000; AID 1768; O00255; Potency, µM (top dose mostly 61.6 µM), for the others: at the highest dose FP activity change, negative = inhibition, actives largely listed as inhibitors; Menin + Texas Red MLL mutant peptide, fluorescence polarization; active means well fitted inhibition curve with a large enough effect in the polarisation, with a control signal flat, not every such curve was filed as active; inconclusive means small, poorly fitted or top-dose-only effect, or effect the other way, or a change in a side signal; inactive means no such curve, though single readings can be large or run the other way; the % refers to the polarisation; further: potency means the concentration at half of the fitted maximal effect; % of control where 0% means no effect; many of its hits are not listed in these tables
TSHR antagonist: human thyrotropin receptor antagonism | TSHR-expressing cells, TSH-stimulated cAMP HTRF, 2 h; active compounds read low | hit rate 0.2% among 330,000 | P16473 | AID 504810 | activity change, negative = inhibition, % at 11.5 µM;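 active means activity change below a set negative limit, meaning inhibition stronger than a set level, cut at about -70% in these data; inconclusive means activity change between two set negative limits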; further: on the % scale 0 is the no-effect control and ±100 the full control effect
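Freshly harvested TSHR cells receive pin-tooled compound, then EC80 TSH at 4nM final. After 2 hours at 37 deg C, antibody in lysis buffer and cAMP-d2 are added; 30 minutes at ambient temperature precede the HTRF read.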
Mito fusion act: mitochondrial division inhibition or fusion activation | Potency, µM (highest dose often 46.1 µM), for inactives: at the top dose growth rescue (activation), usual class: activators | S. cerevisiae fusion-defective mutant growth rescue, CellTiterGlo 48 h | hit rate 0.23% among 320,000 | AID 485298;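 further: potency means the concentration at half of the fitted maximal effect; % of control where 0% means no effect; nearly all actives have a fitted effect of over 45% in size; temperature-sensitive fusion mutants such as fzo1-1 at 37 °C on non-fermentable ethanol glycerol medium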
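Yeast fusion mutant, YPEG (non-fermentable carbon), compound, 48 h at 37C non-permissive; CellTiterGlo added, 10 min RT, luminescence read. Rescued growth = division inhibition.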
S-ASM inh: inhibitors of human secretory acid sphingomyelinase; placental ASM, HMU-PC fluorogenic substrate, 60 min; hit rate 0.006% among 340,000; Potency, µM (highest dose often 57.5 µM), inactives show at the highest dose activity change, negative = inhibition, usual class: inhibitors; further: potency means the concentration at half of the fitted maximal effect
Target sequence (P17405 47-631 limits assumed): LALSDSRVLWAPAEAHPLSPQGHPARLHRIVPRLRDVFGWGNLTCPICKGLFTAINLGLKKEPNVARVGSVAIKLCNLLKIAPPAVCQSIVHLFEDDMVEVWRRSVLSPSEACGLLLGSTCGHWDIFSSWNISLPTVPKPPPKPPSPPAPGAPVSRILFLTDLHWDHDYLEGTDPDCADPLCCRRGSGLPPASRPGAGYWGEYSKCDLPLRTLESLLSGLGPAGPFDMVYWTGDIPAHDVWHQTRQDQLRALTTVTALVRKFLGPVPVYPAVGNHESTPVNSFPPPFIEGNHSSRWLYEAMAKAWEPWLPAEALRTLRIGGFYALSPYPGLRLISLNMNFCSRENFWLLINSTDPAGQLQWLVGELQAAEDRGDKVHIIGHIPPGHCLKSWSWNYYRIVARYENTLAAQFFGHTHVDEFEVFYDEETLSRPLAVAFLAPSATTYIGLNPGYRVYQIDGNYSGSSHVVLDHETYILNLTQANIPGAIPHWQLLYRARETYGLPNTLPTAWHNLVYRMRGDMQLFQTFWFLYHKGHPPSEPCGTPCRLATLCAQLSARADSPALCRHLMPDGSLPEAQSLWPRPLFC
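Fluorescence read-out (Ex 386 nm, Em 447 nm) after stopping the reaction at pH 10. Enzyme: ASM from human placenta; substrate HMU-PC0, 9 uM final; 60 min, 37 °C. Compound preincubation 10 min, ambient temperature.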
MBNL1 CUG block: blocks human MBNL1 binding to CUG repeat RNA. AID 2675. hit rate 0.036% among 280,000. TR-FRET MBNL1-His/biotin-(CUG)12 binding, 665/545 ratio. Potency, µM (doses to about 57.5 µM), inactives show at the top dose activity change, negative = inhibition, hits mostly inhibitors; active means well fitted inhibition curve with a large enough effect in the signal ratio, with a control signal flat, not every such curve was filed as active; inconclusive means small, poorly fitted or top-dose-only effect, or effect the other way, or a change in a side signal; inactive means no such curve, though single readings can be large or run the other way; the % refers to the signal ratio; further: potency means the concentration at half of the fitted maximal effect; on the % scale 0 is the no-effect control and ±100 the full control effect
Target sequence (Q9NR56 whole entry, looked up): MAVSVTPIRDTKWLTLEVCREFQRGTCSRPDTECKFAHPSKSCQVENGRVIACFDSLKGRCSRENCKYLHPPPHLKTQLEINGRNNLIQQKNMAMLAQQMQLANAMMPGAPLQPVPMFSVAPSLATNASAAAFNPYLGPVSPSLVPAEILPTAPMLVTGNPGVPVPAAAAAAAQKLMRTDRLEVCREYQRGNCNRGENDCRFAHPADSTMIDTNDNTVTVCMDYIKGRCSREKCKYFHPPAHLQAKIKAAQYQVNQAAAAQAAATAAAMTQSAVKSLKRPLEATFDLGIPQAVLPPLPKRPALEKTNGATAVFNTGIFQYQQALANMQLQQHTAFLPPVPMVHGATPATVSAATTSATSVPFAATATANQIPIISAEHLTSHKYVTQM
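MBNL1-His + Biotin-(CUG)12, cpd titration 92 nM–58 uM; Tb anti-His Ab 0.055 ng/ul, SA-XL665 5 nM (final); 60 min RT; ratiometric 665/545 nm, Ex 340 nm; normalized to buffer and full-complex controls.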
PTAP TSG101 blk: blocks PTAP/TSG101 interaction to inhibit HIV-1 budding; Q99816; Fluorescence polarization, FITC-PTAP peptide / Tsg101 binding; Potency, µM (highest dose often 115 µM), without a hit: at the top dose activity change, negative = inhibition, usual class: inhibitors; 340,000 tested, under 10 active; AID 493005; active means well fitted inhibition curve with a large enough effect in the main read-out, with a control signal flat, not every such curve was filed as active; inconclusive means small, poorly fitted or top-dose-only effect, or effect the other way, or a change in a side signal; inactive means no such curve, though single readings can be large or run the other way; further: potency means the concentration at half of the fitted maximal effect; % of control where 0% means no effect
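Fluorescence anisotropy tracks displacement of a FITC-tagged PTAP peptide (50 nM) from the Tsg101 binding domain (10 uM), following a 20 min room-temperature incubation at pH 7.5.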
Integrin act MD: activators of alpha7 integrin expression for muscular dystrophy; hit rate 0.064% among 350,000; Potency, µM (series often up to 38.3 µM), inactives show at the highest dose activation, actives largely listed as activators; alpha7betagal myoblasts, beta-gal FDG fluorescence, 48 h; AID 624291;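 further: potency means the concentration at half of the fitted maximal effect; 100% = response of the positive control SU9516; nearly all actives have a fitted effect of over 60% in size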
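Alpha7betagal+/- myoblasts (passage 13) were plated 16-24 hr, then exposed to compounds (1:260 dilution of DMSO stock) for 48 hours at 37C. After MPER lysis, β-galactosidase reporter activity was read as FDG fluorescence (ex 480/em 540) after 30 minutes.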
AT treatment: candidate therapy for ataxia-telangiectasia | […] A-T fibroblasts, KAP-1 phosphorylation AlphaLISA; neocarzinostatin DNA damage 30 min before lysis | Potency, µM (top dose mostly 57.5 µM), inactives show top-dose activation, most hits filed as activators | hit rate 0.19% among 320,000 | AID 485349; further: potency means the concentration at half of the fitted maximal effect; % of control where 0% means no effect; nearly all actives have a fitted effect of over 45% in size
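hTERT-immortalized A-T patient fibroblasts ([…]), 500 cells/well in OPTI-MEM, 1% FBS, got compounds for 60 min, then NCS for 30 min at 37C. Lysates were then assayed for phospho-KAP-1 by AlphaLISA (anti-pKAP1 donor, anti-KAP1 acceptor beads), 6 hr at 25C.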
MLL CXXC-DNA inh: MLL CXXC-DNA interaction inhibition | Q03164 | MLL-CXXC / FITC-HOXA9 DNA fluorescence polarization | Potency, µM (doses to about 115 µM), inactives show at the highest dose activity change, negative = inhibition, hits mostly inhibitors | hit rate 0.037% among 290,000 | AID 2662; active means well fitted inhibition curve with a large enough effect in the polarisation, with a control signal flat, not every such curve was filed as active; inconclusive means small, poorly fitted or top-dose-only effect, or effect the other way, or a change in a side signal; inactive means no such curve, though single readings can be large or run the other way; the % refers to the polarisation; further: potency means the concentration at half of the fitted maximal effect
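Purified MLL-CXXC (added from a 7 uM solution) was preincubated 5 min at ambient with pinned compounds in 50 mM Tris-HCl pH 7.5, 50 mM NaCl, 1 mM DTT, 0.05% BSA. Fluorescein-labeled HOX-A9 DNA (50 nM solution) followed, 30 min, then polarization read.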
TCR act: T cell receptor activation; primary human leukocytes, anti-CD3, IL-2 HTRF, 48 h; Potency, µM (doses to about 9.22 µM), inactives show at the top dose activation of IL-2 secretion, hits mostly activators; 330,000 tested, under 10 active; AID 504894; further: % of control where 0% means no effect
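1) Mix primary human leukocytes, a-CD3 beads and compound. 2) Incubate 48 hr. 3) Add HTRF IL-2 reagents (a-IL-2-K, a-IL-2-d2).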
The depositor's hits bear a star; ? = inconclusive; . = no result given; [ ] = remark or other dose. Unless noted, the call rests on the fitted dose curve; in most records, active means well fitted curve in the direction sought with a large enough effect; inconclusive means small, poorly fitted or top-dose-only effect, or another doubt; inactive means no such curve, though single readings can be large; an effect the other way counts as inactive or inconclusive. An excerpt; count on the stated rates, not on these rows.

SMILES	Menin MLL FP TR	TSHR antagonist	Mito fusion act	S-ASM inh	MBNL1 CUG block	PTAP TSG101 blk	Integrin act MD	AT treatment	MLL CXXC-DNA inh	TCR act
CS(=O)(=O)N1CCN(C(=O)c2cc(-c3cccnc3)nc3ccc(Cl)cc23)CC1	1%	10	8%	8%	8%	0%	-9%	1%	-3%	-6%
O=C(Nc1ccccc1C(=O)O)c1ccc(Br)o1	-4%	-16	2%	2%	-18%	-4%	17%	-1%	-1%	2%
OCC[C@H]1C[C@@H](O)[C@H](O)[C@]2(OCc3ccccc32)O1	.	-4	-3%	2%	.	-9%	25%	1%	.	-20%
CCOc1ccc(-c2nnc(-c3ccncc3)o2)cc1OCC	?	-5	-7%	0%	-4%	-3%	4%	5%	5%	.
Cc1ccc(S(=O)(=O)N2CCN(C(=O)C3CCN(C(=O)c4ccc(F)cc4)CC3)CC2)c(C)c1	.	-12	5%	0%	.	-3%	-27%	8%	.	1%
COc1cccc(CN(CC2CCCO2)S(=O)(=O)c2ccc(S(=O)(=O)NCC3CCCO3)cc2)c1OC (centres undefined)	0%	.	2%	6%	3%	1%	11%	.	-7%	3%
C=CCN(c1ccc(C(=O)Nc2ccc3c(c2)OCO3)cc1)S(C)(=O)=O	18%	-2	7%	0%	-13%	4%	16%	2%	-1%	-1%
Cc1c(NS(=O)(=O)c2cc(C(=O)NCc3cccc(Cl)c3)ccc2Cl)c(=O)n(-c2ccccc2)n1C	.	.	.	0%	.	-9%	-20%	.	.	-15%
COc1ccc2cc(S(=O)(=O)N3CCCC(C)C3)ccc2c1 (centres undefined)	11%	-2	8%	-1%	-6%	0%	-48%[inhibitor]	0%	-3%	-4%
O=C(Nc1ccccc1C(=O)NCc1cccnc1)c1cccc([N+](=O)[O-])c1	8%	8	24%	-1%	?	-2%	-2%	-6%	-5%	-4%
O=C(COc1ccc(S(=O)(=O)N2CCOCC2)cc1)NCc1ccccn1	.	-2	2%	2%	-1%	-6%	-12%	17%	-1%	-3%
O=C(Nc1cccc(Cl)c1)NC1(C(=O)NCc2cccs2)CCCCC1	-26%	10	0%	7%	2%	-4%	20%	-2%	-14%	1%
COc1ccc(OC(=O)c2cnc3n(c2=O)CCS3)cc1	.	6	?	-5%	2%	-1%	6%	-3%	4%	6%
O=c1c2ccccc2nc(/C=C/c2ccc(Cl)cc2)n1CCO	-4%	-6	26%	-5%	?	-1%	-12%	6%	1%	.
CCCN1C2CCCC1CC(NC(=O)c1cc(OC)c(OC)c(OC)c1)C2 (centres undefined)	0%	0	0%	-3%	7%	-10%	-9%	1%	0%	1%
CC1CCCCN1S(=O)(=O)c1ccc(S(=O)(=O)N(Cc2ccccc2)Cc2ccco2)cc1 (centres undefined)	-1%	-5	-3%	-1%	9%	2%	-35%	3%	4%	4%[46.1 µM]
Cc1nonc1OCCNc1ccc([N+](=O)[O-])cc1	-4%	4	-1%	-11%	?	-1%	2%	0%	6%	-4%[46.1 µM]
CC(=O)N1CCN(C(=O)c2ccc3c(c2)S(=O)(=O)c2ccccc2C3=O)CC1	0%	10	-1%	-3%	?	-4%	-13%	0%	-2%	4%
COc1ccc(N2CCN(S(=O)(=O)c3ccc(C(=O)NC4CCCC4)cc3)CC2)cc1	43%[activator]	5	-3%	4%	4%	-11%	4%	-7%	10%	1%[46.1 µM]
COc1ccccc1CNC(=O)COc1ccc(S(=O)(=O)N2CCCC2)cc1	-17%	-8	-8%	-5%	?	0%	10%	-2%	1%	-59%
Oc1ccc(Cl)cc1C1=NNC(c2ccc(Cl)cc2)C1 (centres undefined)	?	-6	11%	0%	-4%	3%	-12%	-3%	11%	-2%[46.1 µM]
COc1cc(C(=O)NCCCN2CCCC2=O)cc(OC)c1OC	-7%	10	-3%	5%	-3%	-6%	0%	.	1%	2%
O=C(Nc1ccc(S(=O)(=O)Nc2cnc3ccccc3n2)cc1)c1cc(F)c(F)cc1Cl	.	0	-2%	24%	12%	-1%	55%	3%	-5%	-2%
COc1cc(NC(=O)C/C(C)=N/NC(=O)c2ccccn2)c(OC)cc1Cl	-16%	-8	3%	5%	4%	1%	13%	-2%	6%	1%
O=C(c1ccccc1)N1CCn2c1nc1ccccc12	8%	5	1%	2%	-5%	-3%	-4%	-6%[11.5 µM]	3%	-5%
O=C(N/N=C/c1cccnc1)C12CC3CC(CC(C3)C1)C2	19%	5	2%	5%	0%	-6%	?	-5%	-3%	4%
COc1ccc(C(C(=O)NC2CCCCC2)N(CC2CCCO2)C(=O)CNC(=O)c2ccco2)cc1 (centres undefined)	-12%	12	0%	2%	-1%	-5%	-2%	-6%	-1%	12%
Cc1ccc(C(=O)/C=C/c2ccc(-c3ccccc3[N+](=O)[O-])o2)cc1	?	-13	9%	?	9%	-5%	-33%	6%	-3%	4%
CCC(C)(C)NC(=O)c1ccc(Br)o1	-4%	6	1%	0%	-13%	1%	5%	2%	14%	0%[46.1 µM]
O=C(N/C=N/OCc1cccc(C(F)(F)F)c1)N1OC[C@@H]2COc3ccc4ccccc4c3[C@@H]21	2%	2	1%	3%	2%	-4%	21%	-7%	17%	-2%
O=C(Nc1nnc(C2CCCC2)s1)C1CCN(S(=O)(=O)c2ccc(Cl)cc2)CC1	9%	3	-3%	1%	0%	0%	3%	.	5%	3%[46.1 µM]
COc1ccc(NC(=O)/C(C#N)=C/c2ccc(OCc3ccccc3F)cc2)cc1	18µM*	0	-3%	1%	.	-2%	19%	2%	6%	-2%[46.1 µM]
COc1ccc(OCc2nn3c(-c4ccccn4)nnc3s2)cc1	-11%	-2	-6%	2%	-2%	-1%	-9%	3%	2%	-4%
COc1ccc(C)cc1N/C(N)=N/c1nc(C)cc(C)n1	-8%	21	3%	-1%	8%	-4%	-22%	5%	?	7%
OCC1(Cc2ccccc2)CCN(Cc2ccccn2)CC1	20%	31	2%	4%	-14%	-4%	-26%	3%	6%	-10%
CCCNC(=O)CSc1nc(Cc2ccccc2)nc2ccccc12	0%	5	-2%	-3%	8%	-2%	-38%	8%	-5%	-2%
O=C(c1ccccc1)c1sc(N2CCOCC2)nc1-c1ccccc1	-6%	-9	-1%	-5%	.	-2%	-25%	-3%	-2%	10%
Cc1csc(NC(=O)CN2C(=O)c3ccccc3C2=O)c1C(N)=O	.	7	3%	5%	-2%	-1%	-5%	9%	-5%	-8%
Cc1cc(C)n(CCN(C)C(=O)CCc2nnc(-c3ccc4c(c3)OCO4)o2)n1	-7%	5	3%	5%	-16%	-2%	5%	0%[11.5 µM]	0%	.
O=C(CSc1nnc(C2CC2)n1CC1CCCO1)Nc1cccc(Cl)c1 (centres undefined)	16%	10	0%	1%	-4%	-1%	-18%	-3%	-12%	4%
CN(C)CCCNCCNC(=O)/C=N\O	?	49	-4%	2%	-3%	-7%	2%	7%	-9%	.
O=C(Nc1ccnn1C1CCN(C(=O)Cc2cccc(Cl)c2)CC1)C1CC1	6%	4	-3%	-1%	0%	-3%	-6%	9%	-8%	3%
N#Cc1c(Cl)nc(N/N=C/c2ccccc2)c(Cl)c1Cl	?	?	1%	5%	.	-1%	21%	2%	9%	1%
COc1ccccc1CNC(=O)c1ccc(OC(C)C)cc1	-7%	4	4%	3%	-3%	-4%	-5%	3%	16%	1%
CCN(C(=O)CN1C(=S)NC(C)(C)CC1C)c1ccc(C)c(C)c1 (centres undefined)	-6%	-4	-4%	0%	-8%	-2%	-15%	-1%	1%	11%
O=C1NCCN/C1=C\C(=O)c1ccc(Cl)cc1	.	4	14%	-3%	.	-3%	1%	-1%	7%	0%
Cc1nnc2c3ccccc3c(-c3cccs3)nn12	-30%	6	5%	-4%	.	-1%	?	2%	0%	9%
O=C(CN1CCN(S(=O)(=O)c2ccc(Br)cc2)CC1)N/N=C/c1cccs1	0%	1	-5%	3%	.	-1%	15%	3%	-9%	1%[46.1 µM]
COc1ccc(C2C(C(=O)c3ccco3)=C(O)C(=O)N2c2nnc(C)s2)cc1OC (centres undefined)	14%	5	1%	-3%	?	-2%	-2%	-4%	1%	8%
COCCNC(=O)c1ccc2c(=O)n(Cc3ccco3)c(SCC(=O)NC3CCCCC3)nc2c1	-6%	-1	2%	1%	-9%	-2%	-16%	10%	-10%	-5%
O=C1c2cccc3c(O)ccc(c23)C(=O)N1Cc1ccco1	0%	-9	8%	0%	?	?	-47%[inhibitor]	3%	?	-4%
